EPAC1 ag – activates human EPAC1 exchange factor | O95398 | Potency, µM (titrated, usually from 154 µM), inactives show at the highest dose activation, usual class: activators | AID 720707 | EPAC1 agonist qHTS, biochemical assay; response scale: 100% = response to 6.5 mM cAMP | actives 0.073% (n = 360,000); further: potency means the concentration at half of the fitted maximal effect; nearly all actives have a fitted effect of over 60% in size
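Fluorescent GDP-exchange assay: 100 nM EPAC1 with 250 nM Rap1B preloaded with BODIPY-GDP and 50 uM GDP; compounds tested as concentration series, 5 min at room temperature, then read every 5 min for 30 min (ex 480/em 540 nm); normalized to 6.5 mM cAMP.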
EPAC1 antagonist – antagonists of human EPAC1. EPAC1 GEF assay, Rap1b-BODIPY-GDP exchange fluorescence. Potency, µM (doses to about 115 µM), for the others: at the top dose activity change, negative = inhibition, most hits filed as inhibitors. actives 0.14% (n = 360,000);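 further: potency means the concentration at half of the fitted maximal effect; plate controls were vehicle for no effect and positive control for full effect; nearly all actives have a fitted effect of over 50% in size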
FUS yeast rescue – rescues growth of FUS-expressing yeast; S. cerevisiae FUS-expressing, growth rescue, OD600, 24 h; Potency, µM (highest dose often 76.6 µM), without a hit: top-dose growth rescue (activation), most hits filed as activators; AID 1347120; actives 0.24% (n = 390,000);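 further: potency means the concentration at half of the fitted maximal effect; plate controls were DMSO vehicle for no effect and reference control for full effect; nearly all actives have a fitted effect of over 55% in size; some results filed as inactive show a strong effect at the top dose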
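Compound concentration series was pinned onto galactose-induced FUS-expressing yeast seeded at OD 0.005. Plates sat 24hr at 30C; absorbance at 600 nm gave growth. DMSO served as background control.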
PI5P4Ka inh – PI5P4K alpha (human) kinase inhibition | P48426 | AID 652105 | actives 1.2% (n = 330,000) | max response, % | PI5P4Kalpha enzyme, ADP-Glo luminescence, 60 min; stronger effect = lower value; active means max response of -50% or lower; inconclusive means between -30% and -50%; inactive means -30% or higher; further: value at the top dose of about 77 µM; on the % scale 0 is the no-effect control and ±100 the full control effect
Target sequence (P48426 whole entry, looked up): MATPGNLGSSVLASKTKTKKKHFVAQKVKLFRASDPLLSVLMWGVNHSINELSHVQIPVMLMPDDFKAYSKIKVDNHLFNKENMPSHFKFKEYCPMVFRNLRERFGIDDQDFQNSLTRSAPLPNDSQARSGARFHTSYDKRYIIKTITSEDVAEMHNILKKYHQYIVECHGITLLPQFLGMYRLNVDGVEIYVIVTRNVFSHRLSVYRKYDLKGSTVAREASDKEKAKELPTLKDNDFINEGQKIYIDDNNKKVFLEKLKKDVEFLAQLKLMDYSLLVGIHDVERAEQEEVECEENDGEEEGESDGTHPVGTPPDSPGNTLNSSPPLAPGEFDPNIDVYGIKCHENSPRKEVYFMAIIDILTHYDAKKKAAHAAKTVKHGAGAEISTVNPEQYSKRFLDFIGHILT
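Luminescence from ADP-Glo served as readout of PI5P4Kalpha activity in a qHTS format. Reaction: enzyme, substrate, compound, ATP at 5 microM final, 60 min at RT.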
WRN helicase inh – blocks human WRN helicase | actives 0.46% (n = 360,000) | Potency, µM (top dose mostly 114 µM), inactives show top-dose activity change, negative = inhibition, usual class: inhibitors | Q14191 | WRN helicase unwinding, fluorescent forked duplex, kinetic | AID 651768; further: potency means the concentration at half of the fitted maximal effect; on the % scale 0 is the no-effect control and ±100 the full control effect; nearly all actives have a fitted effect of over 55% in size
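Screening of the MLSMR collection measured strand separation of a quenched forked DNA duplex (100 nM) by 20 nM WRN with 2 mM ATP, all final. Compounds were preincubated with enzyme 15 min at room temperature.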
aSyn yeast inh – rescues yeast growth from alpha-synuclein toxicity | actives 0.14% (n = 370,000) | Yeast expressing alpha-synuclein, growth rescue, BacTiter-Glo, 24 h | Potency, µM (top dose mostly 46.1 µM), without a hit: top-dose growth rescue (activation), actives largely listed as activators | AID 652106; further: potency means the concentration at half of the fitted maximal effect; % of control where 0% means no effect; nearly all actives have a fitted effect of over 65% in size
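Readout is rescue of growth in alpha-synuclein-expressing yeast, so inhibitors of toxicity appear as activators. Growth after 24 hr at 30 deg C in galactose medium is quantified by luminescence.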
PLK1 PBD block – blocks phosphopeptide binding to human PLK1 polo-box domain; Plk1 PBD binding of FITC phosphopeptide, fluorescence polarization; Potency, µM, for inactives: max response, negative = inhibition, usual class: inhibitors; actives 2.8% (n = 360,000); AID 720504; further: potency means the concentration at half of the fitted maximal effect; series mostly up to about 57 µM; on the % scale 0 is the no-effect control and ±100 the full control effect; nearly all actives have a fitted effect of over 65% in size
Target sequence (P53350 whole entry, looked up, the tested form may be a part): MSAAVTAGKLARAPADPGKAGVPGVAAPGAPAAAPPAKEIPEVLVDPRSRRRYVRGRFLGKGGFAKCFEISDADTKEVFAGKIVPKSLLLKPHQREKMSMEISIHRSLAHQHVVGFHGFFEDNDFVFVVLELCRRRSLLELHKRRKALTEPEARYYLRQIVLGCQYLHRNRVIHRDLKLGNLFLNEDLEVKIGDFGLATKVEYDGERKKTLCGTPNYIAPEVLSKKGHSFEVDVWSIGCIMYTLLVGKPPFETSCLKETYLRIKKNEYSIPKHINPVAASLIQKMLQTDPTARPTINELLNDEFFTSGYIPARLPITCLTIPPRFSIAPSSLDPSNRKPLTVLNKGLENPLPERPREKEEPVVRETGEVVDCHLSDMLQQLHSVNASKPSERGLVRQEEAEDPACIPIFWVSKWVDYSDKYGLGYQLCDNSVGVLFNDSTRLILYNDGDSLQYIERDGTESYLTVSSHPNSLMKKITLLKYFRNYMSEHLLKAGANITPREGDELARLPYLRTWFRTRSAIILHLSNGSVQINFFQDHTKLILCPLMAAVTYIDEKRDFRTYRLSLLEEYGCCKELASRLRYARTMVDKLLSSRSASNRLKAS
IL2 activator – activates IL-2 in a cell-based reporter assay; IL-2 activation reporter assay, cell-based qHTS; stimulated with anti-CD3/CD4/CD28 beads; in transgenic mouse T cells; activation, % (series mostly up to about 46 µM); actives 0.065% (n = 360,000); in the data active means activation above about 50%; inconclusive means mostly about 30% to 49%; further: 0% is about no effect
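Quantitative HTS in unstimulated transgenic mouse T cells, with memory T cells as non-tolerant control and PMA/ionomycin as tolerance-bypass control. Compound pretreatment lasted 60 minutes before 18 h bead stimulation; EGFP/DsRed fluorescence read.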
Abeta yeast res – A-beta toxicity reversal in yeast; yeast expressing A-beta42, growth rescue, OD600, 48 h; response scale: 0% DMSO, 100% iron-clioquinol control; actives 0.063% (n = 410,000); Potency, µM (titrated, usually from 46.1 µM), inactives show at the top dose growth rescue, hits mostly activators; further: potency means the concentration at half of the fitted maximal effect; nearly all actives have a fitted effect of over 55% in size
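Growth rescue measured by 600 nm absorbance after 48 h yeast culture at 30 C with compound. Values normalized between DMSO and an equimolar ferric chloride plus clioquinol control.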
* marks the source's active call; other numbers are inactive results; u = inconclusive; x = not tested or not shown; & = joins results of further samples; [ ] = dose if it differs, or a comment. Unless noted, the call rests on the fitted dose curve; in most records, active means well fitted curve in the direction sought with a large enough effect; inconclusive means small, poorly fitted or top-dose-only effect, or another doubt; inactive means no such curve, though single readings can be large; an effect the other way counts as inactive or inconclusive.

no. | mol | EPAC1 ag | EPAC1 antagonist | FUS yeast rescue | PI5P4Ka inh | WRN helicase inh
1 | O=c1[nH]c(SCCc2ccccc2)nc2c1CCC2 | -1% | -12% | -9% | 4 | -8%
2 | COc1ccc(CNC(=O)OC2CC3CC2[C@H]2CCCCN2C3=O)cc1 (stereo partly drawn) | -9% | -10% | -9% | -1 | -5%
3 | O=C(COC(=O)C1COc2ccccc2O1)Nc1cccc(Cl)c1 (stereo not drawn) | -2% | -4% | 11% | -6 | 0%
4 | CCOC(=O)c1cnc2ccc(OCC)cc2c1NCCCN1CCOCC1 | 1% | 9% | -11% | 3 | 2%
5 | CCCCCCc1nnc(NC(=O)c2ccco2)s1 | 13% | -4% | 0% | -1 | 3%
6 | CCOC(=O)c1[nH]c2ccc(OC)cc2c1NC(=O)/C=C/c1ccc2c(c1)OCO2 | -9% | 10% | u | 1 | -6%
7 | COc1cc(NC(=O)CSc2nnc3c(n2)[nH]c2ccc(S(=O)(=O)NC(C)C)cc23)cc(OC)c1OC | -11% | -19% | -12% | u | -7%[11.6 µM]
8 | COc1ccc(-c2cc(=O)c3cc(OC)ccc3[nH]2)cc1 | -9% | -10% | -19% | -13 | 3%

no. | aSyn yeast inh | PLK1 PBD block | IL2 activator | Abeta yeast res
1 | -8% | -4% | 0.3 | 0%
2 | 3% | 3% | -0.3 | -2%
3 | -8% | 1% | 1.0 | -4%
4 | 1% | -4% | -0.2 | -18%
5 | -7% | -18% | 0.2 | -7%
6 | -5% | -8% | 4.6 | -23%
7 | 1% | -26% | -0.6 | -24%
8 | -1% | 10% | 0.0 | -2%

Seven structures from above, arranged by length of the SMILES, falling.
no. | mol | EPAC1 ag | EPAC1 antagonist | FUS yeast rescue | PI5P4Ka inh | WRN helicase inh
7 | COc1cc(NC(=O)CSc2nnc3c(n2)[nH]c2ccc(S(=O)(=O)NC(C)C)cc23)cc(OC)c1OC | -11% | -19% | -12% | u | -7%[11.6 µM]
6 | CCOC(=O)c1[nH]c2ccc(OC)cc2c1NC(=O)/C=C/c1ccc2c(c1)OCO2 | -9% | 10% | u | 1 | -6%
2 | COc1ccc(CNC(=O)OC2CC3CC2[C@H]2CCCCN2C3=O)cc1 (stereo partly drawn) | -9% | -10% | -9% | -1 | -5%
3 | O=C(COC(=O)C1COc2ccccc2O1)Nc1cccc(Cl)c1 (stereo not drawn) | -2% | -4% | 11% | -6 | 0%
8 | COc1ccc(-c2cc(=O)c3cc(OC)ccc3[nH]2)cc1 | -9% | -10% | -19% | -13 | 3%
1 | O=c1[nH]c(SCCc2ccccc2)nc2c1CCC2 | -1% | -12% | -9% | 4 | -8%
5 | CCCCCCc1nnc(NC(=O)c2ccco2)s1 | 13% | -4% | 0% | -1 | 3%

no. | aSyn yeast inh | PLK1 PBD block | IL2 activator | Abeta yeast res
7 | 1% | -26% | -0.6 | -24%
6 | -5% | -8% | 4.6 | -23%
2 | 3% | 3% | -0.3 | -2%
3 | -8% | 1% | 1.0 | -4%
8 | -1% | 10% | 0.0 | -2%
1 | -8% | -4% | 0.3 | 0%
5 | -7% | -18% | 0.2 | -7%

Remaining list, next part
no. | mol | EPAC1 ag | EPAC1 antagonist | FUS yeast rescue | PI5P4Ka inh | WRN helicase inh
9 | Cc1ccc(CNC(=O)COc2cc(O)c3c(c2)OC(C)(C)CC3=O)cc1 | 2% | -14% | u | 0 | -3%
10 | CCc1nonc1NC(=O)c1oc2ccc(Br)cc2c1C | 6% | 3% | -2%&-25% | 1 | 1%
11 | Cn1c2ccc(F)cc2c2ncn(Cc3ccccn3)c(=O)c21 | -4% | 7% | -7% | -7 | -8%
12 | O=C(COC(=O)c1sc2ccccc2c1Cl)NC1CCCCC1 | 5% | 0% | 8% | 3 | 0%
13 | COc1ccccc1/C=C/C(=O)N1CCN(S(=O)(=O)c2cccs2)CC1 | 4% | -19% | u | -6 | -2%
14 | CC(C)(C)OC(=O)C[C@@H]1C/C=C\C[C@H](CC(=O)N(CCO)Cc2ccccc2)C(=O)N2CCC[C@@H]2COC1=O | -17% | -12% | 19% | 8 | 7%
15 | Cc1c(N(C)C)nc2ccccc2c1N | 9% | -7% | -13% | 2 | -1%
16 | CCS(=O)(=O)N1CCN(CC2CC3C=CC2C3)CC1 (stereo not drawn) | 12% | -2% | 16% | x | 0%

no. | aSyn yeast inh | PLK1 PBD block | IL2 activator | Abeta yeast res
9 | 9% | 8% | 0.4 | -7%
10 | 0% | 4% | -1.0 | 12%&-1%
11 | 8% | -4% | -0.8 | -8%
12 | 5% | 3% | -0.7 | 5%
13 | 2% | 3% | 0.4 | -7%
14 | 1% | -7% | 2.7 | 6%
15 | 0% | -13% | -0.8 | 0%
16 | -4% | -5% | -4.2 | -11%

Further results.
no. | mol | EPAC1 ag | EPAC1 antagonist | FUS yeast rescue | PI5P4Ka inh | WRN helicase inh
17 | CC(C)NC(=O)CN1CCN(C(c2cc3ccccc3o2)c2nnnn2C(C)(C)C)CC1 (stereo not drawn) | -9% | 1% | -1% | 2 | 3%
18 | O=C(Nc1ccc2nc3n(c(=O)c2c1)CCCC3)c1cc([N+](=O)[O-])ccc1F | -11% | 26% | 28% | 0 | -32%[57.1 µM]
19 | Cc1cccc(NC(=O)CN2CCN(C(=O)CNC(=O)c3ccc(-c4ccccc4)cc3)CC2)c1C | 3% | -23% | 9% | -7 | 2%
20 | CC(C)(C)OC(=O)N1CCC(C(=O)Nc2cccc(C(=O)N3CCCC3)c2)CC1 | -4% | 1% | 12% | 0 | 8%
21 | CCC1=NC(c2ccc(Br)cc2)N(O)C1(C)C (stereo not drawn) | 7% | 17% | 5% | 4 | 10%
22 | CCC(C)c1ccc(NC(=O)C2CC3CCC2C3)cc1 (stereo not drawn) | 14% | -6% | 4% | -7 | 6%
23 | C/C(=N\NC(=S)NCc1ccccc1)c1cccs1 | 4% | -11% | 15% | 4 | -14%
24 | Nc1nc2n(n1)C(c1cccc(Br)c1)CC(c1ccccc1)N2 (stereo not drawn) | -4% | u | 5% | 6 | -9%

no. | aSyn yeast inh | PLK1 PBD block | IL2 activator | Abeta yeast res
17 | u | -3% | 0.0 | -2%
18 | 20% | 2% | -0.7 | -16%
19 | 8% | -11% | -2.7 | 0%
20 | 2% | -6% | 0.0 | -1%
21 | -1% | -2% | -0.6 | 24%
22 | 1% | -18% | -0.3 | -6%
23 | 2% | -16% | 0.8 | 26%
24 | 2% | -7% | -0.9 | 23%

Next records.
no. | mol | EPAC1 ag | EPAC1 antagonist | FUS yeast rescue | PI5P4Ka inh | WRN helicase inh
25 | O=C1CCCN2N=C(SCC(=O)Nc3nc4ccccc4s3)SC2=N1 | 1% | 3% | 18% | -8 | -12%
26 | COc1ccc(C(=O)OCC(=O)NCc2ccc3c(c2)OCO3)cc1[N+](=O)[O-] | -2% | -7% | -17% | 2 | 2%
27 | O=C(CC1C(=O)NCCN1Cc1c(F)cccc1Cl)NCCCN1CCCC1=O (stereo not drawn) | 7% | -4% | x | 15 | -20%
28 | CSc1nc2ccsc2c(=O)n1-c1ccccn1 | 1% | -6% | -17% | 1 | 6%
29 | CCOc1ccc(C(=O)Nc2cccc(NC(=O)c3cccs3)c2)cc1[N+](=O)[O-] | 7% | -9% | -18% | -2 | -3%
30 | CC1(C)N=C(N)NC(Nc2ccc(Br)cc2)=N1 | 0% | 5% | 6% | -6 | 5%
31 | O=C(Nc1ncnc2sc3c(c12)CCCCC3)c1ccco1 | -3% | 11% | 31% | 2 | 2%
32 | Cc1cc(NC(=O)COC(=O)CCS(=O)(=O)c2cc(Cl)ccc2Cl)no1 | 6% | -4% | -15% | -3 | 6%[57.1 µM]

no. | aSyn yeast inh | PLK1 PBD block | IL2 activator | Abeta yeast res
25 | 8% | -9% | 0.9 | -5%
26 | 5% | -2% | -0.1 | 26%
27 | 0% | -2% | -0.3 | 1%
28 | 6% | 0% | -0.7 | -1%
29 | 2% | -4% | 0.5 | -3%
30 | -2% | -6% | -4.4 | -3%
31 | -3% | -11% | 0.8 | -5%
32 | 0% | -26% | 0.6 | -5%

Continued:
no. | mol | EPAC1 ag | EPAC1 antagonist | FUS yeast rescue | PI5P4Ka inh | WRN helicase inh
33 | O=C(Cc1ccccc1F)Nc1ccccc1N1CCCC1 | 13% | 11% | 6% | 9 | 1%
34 | CCOC(=O)CNC(=O)c1ccc(C)cc1 | 1% | -16% | 5% | -20 | 0%
35 | CC(C)c1ccc(NCCC(=O)c2cccs2)cc1 | 8% | -16% | x | 21 | -18%
36 | Cc1cc(NC(=O)CSc2nc3[nH]c(=O)cc(O)c3s2)ccc1Br | 10% | -8% | 23% | -58* | -24%
37 | CCCSc1cc(N)cc([N+](=O)[O-])c1 | -2% | 16% | -10% | 4 | -3%
38 | O=C(CCCN1C(=O)/C(=C\c2ccccc2)SC1=S)Nc1cccc(C(=O)O)c1 | -20% | -30% | 22% | -16 | -18%
39 | CCOc1ccccc1C1CC(c2cccs2)=NN1S(C)(=O)=O (stereo not drawn) | -6% | -11% | 12% | 2 | -20%
40 | NC(=O)c1ccc(SCC(=O)OCC(=O)N2CCCCC2)c([N+](=O)[O-])c1 | 0% | 8% | 14% | 0 | -4%
41 | O=C(NC1CCS(=O)(=O)C1)c1cc2c(=O)n3ccccc3nc2n1Cc1ccccc1 (stereo not drawn) | 5% | 11% | -9% | -11 | 5%
42 | Cc1cc(NC(=O)CCC(=O)N(CCC(C)C)C(C(=O)NCC2CCCO2)c2ccccc2C)no1 (stereo not drawn) | -9% | -5% | u | -9 | 1%
43 | COC(=O)C1=C(C)NC2=C(C1c1ccc(O)cc1)S(=O)(=O)c1ccccc12 (stereo not drawn) | 12% | -15% | -5% | 0 | -18%

no. | aSyn yeast inh | PLK1 PBD block | IL2 activator | Abeta yeast res
33 | 6% | 1% | -1.6 | 16%
34 | -1% | -8% | -0.4 | 7%
35 | 0% | -18% | -0.7 | 0%
36 | 0% | -12% | -2.5 | -20%
37 | 4% | -14% | -0.8 | 17%
38 | -1% | -28% | 2.2 | -3%
39 | 10% | -2% | 3.7 | 10%
40 | -8% | -9% | -1.2 | -5%
41 | 2% | 3% | -1.8 | -2%
42 | -3% | -14% | 0.2 | -9%
43 | -5% | -7% | 0.0 | 1%
